TRPC6 inh – mouse TRPC6 channel inhibition; Q61143; HEK293-TRPC6, membrane potential dye, ACh-evoked depolarization; stronger effect = lower value; B-score at 10 µM; 310,000 tested, 1.1% active; AID 2553;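 active means B-score under library mean minus 3 SD, initial fluorescence not abnormally high, positive integrated signal ratio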;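 further: B-score derived from integrated fluorescence ratio over the kinetic read; more negative B-score means stronger inhibition of depolarization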
TRPC4 act – opens the mouse TRPC4 cation channel. HEK293 TRPC4beta/mu-opioid, Fluo4 calcium fluorescence; stronger effect = higher value. Q9QUQ5. B-score at 10 µM. AID 2237. 310,000 tested, 0.49% active;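 active means B-score above 5 SD of library B-scores, and initial fluorescence ratio not above library mean plus 5 SD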;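 further: positive B-score marks a calcium rise read as TRPC4 activation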
Target sequence (Q9QUQ5 whole entry, looked up): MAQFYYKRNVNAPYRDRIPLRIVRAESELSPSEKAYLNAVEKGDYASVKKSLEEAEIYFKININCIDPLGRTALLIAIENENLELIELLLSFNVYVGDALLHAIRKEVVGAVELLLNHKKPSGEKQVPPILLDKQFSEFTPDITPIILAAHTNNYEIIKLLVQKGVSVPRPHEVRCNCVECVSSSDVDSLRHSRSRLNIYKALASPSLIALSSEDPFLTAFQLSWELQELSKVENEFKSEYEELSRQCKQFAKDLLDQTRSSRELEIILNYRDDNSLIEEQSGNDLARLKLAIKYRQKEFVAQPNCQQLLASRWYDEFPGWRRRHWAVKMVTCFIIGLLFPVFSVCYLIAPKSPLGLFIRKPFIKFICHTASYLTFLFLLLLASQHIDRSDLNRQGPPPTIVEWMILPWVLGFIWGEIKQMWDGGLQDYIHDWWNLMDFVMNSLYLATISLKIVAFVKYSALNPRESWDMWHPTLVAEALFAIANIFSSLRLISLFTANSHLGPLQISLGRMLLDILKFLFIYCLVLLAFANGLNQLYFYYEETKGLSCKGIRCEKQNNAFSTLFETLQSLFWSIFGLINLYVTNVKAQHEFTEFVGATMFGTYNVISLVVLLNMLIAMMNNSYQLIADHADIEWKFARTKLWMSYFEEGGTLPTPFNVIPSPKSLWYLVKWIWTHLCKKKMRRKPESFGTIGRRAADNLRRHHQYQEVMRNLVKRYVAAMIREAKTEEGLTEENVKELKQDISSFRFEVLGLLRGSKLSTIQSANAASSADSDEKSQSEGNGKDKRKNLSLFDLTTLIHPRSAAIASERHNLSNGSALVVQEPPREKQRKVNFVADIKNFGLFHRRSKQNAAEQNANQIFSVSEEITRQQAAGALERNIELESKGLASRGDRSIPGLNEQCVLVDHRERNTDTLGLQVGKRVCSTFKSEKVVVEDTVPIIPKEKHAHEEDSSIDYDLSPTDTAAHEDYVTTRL
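System: HEK293 cells stably co-expressing mouse TRPC4beta and mu-opioid receptor; Schedule: Fluo4 dye loading 45 min at room temperature, 110 s recording; Detection: Fluo4 fluorescence, kinetic; Evaluation: B-scored integrated calcium fluorescence ratio; Controls: buffer (low) and maximal DAMGO (high).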
SKKanGAS inh – inhibitors of SKKanGAS S. pyogenes growth in kanamycin (SK-promoter or general growth effect). 300,000 tested, 1.3% active. BacTiter-Glo, 6 h. inhibition, % at 7.5 µM. AID 1662;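 active means mean replicate score, as percent of positive control median, at least 50; inconclusive means mean below 50 but one replicate at or above 50; inactive means mean and every replicate below 50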;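 further: strain carries kanamycin resistance gene driven by streptokinase promoter and grows in 40 µg/ml kanamycin; loss of luminescence reflects streptokinase promoter inhibition or plain growth inhibition; 0% = median of DMSO wells and 100% = positive control at its reference dose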
KLF5 inhibitor – suppresses KLF5 promoter-driven expression. AID 1700. inhibition, % at 5 µM. DLD-1 KLF5 promoter-luciferase reporter, luminescence. 290,000 tested, 0.23% active;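 active means inhibition above a per-plate limit of that plate's mean compound inhibition plus 3 SD, cut at about 60% in these data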;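 further: 0% = DMSO wells and 100% = LY294002 at 200 µM; higher means less KLF5 promoter-driven luciferase light; inactives centre near -14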
TRPC4 potent – allosterically enhances the mouse TRPC4 cation channel | HEK293 TRPC4beta/mu-opioid, DAMGO EC20, Fluo-4 Ca2+ flux; stronger effect = higher value | B-score at 10 µM | 310,000 tested, 0.42% active | AID 2227;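 active means B-score of calcium response area above 5 SD of library B-scores, with initial fluorescence ratio within 5 SD of library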;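 further: B-score of integrated fluorescence ratio over time as area under calcium response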
TRPC4 block – inhibitors of mouse TRPC4 channel | 300,000 tested, 0.39% active | B-score at 10 µM | HEK293 TRPC4beta/mu-opioid, DAMGO-evoked Fluo4 calcium flux; stronger effect = lower value;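 active means B-score over 3 SD under the library average, no early fluorescence shift, positive overall ratio signal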
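material = TRPC4beta/mu-opioid receptor HEK293 cell line | probe or stimulus = sequential submaximal and maximal DAMGO stimulation | compound dosing = one concentration per compound | measured by = Fluo4 Ca2+ flux fluorescence | evaluation = integrated fluorescence ratio relative to baseline, converted to per-well B score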
IEC-6 tox – counter-screen for KLF5 inhibitors: cytotoxicity in IEC-6 cells | inhibition, % at 5 µM | IEC-6 cytotoxicity, luminescence viability | 290,000 tested, 0.78% active; in the data active means inhibition above about 22%;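 further: 0% = plate median of test compound wells and 100% = cytotoxic reference compound wells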
aSyn UTR inh – 5' untranslated region of α-synuclein, MLPCN primary screen; alpha-synuclein 5'UTR reporter, inhibitor activity; inhibition, % (tested at 7.5 µM); 300,000 tested, 0.82% active; AID 1813; in the data active means inhibition above about 60%; inconclusive means no clear call, values can overlap the other calls;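 further: H4 neuroglioblastoma cells stably carrying SNCA 5'UTR luciferase fusion; 0% = DMSO wells and 100% = positive control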
HIF act – HIF pathway transcriptional activation; U2OS HRE-luciferase reporter, luminescence; normalized: DMSO 0%, desferrioxamine 100%; activation, % at 7.5 µM (by protocol); 300,000 tested, 0.32% active;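 active means mean activation of at least 10% of the iron chelator positive control signal, with at least half of replicates also reaching 10%; inconclusive means mean and replicate majority disagree about reaching 10%; inactive means mean and most replicates under 10%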
TRPC6 activator – mouse TRPC6 channel activation. HEK293-TRPC6 membrane potential dye fluorescence; stronger effect = higher value. B-score at 10 µM. 310,000 tested, 0.13% active;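 active means B-score of the integrated fluorescence ratio above library mean plus 3 SD, and starting fluorescence ratio within library mean plus 5 SD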;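 further: higher score means more depolarization so channel activation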
MrgX1 antag – antagonists of human MrgX1 receptor | Q96LB2 | MRGX1-HEK293 calcium flux, Fluo-4, BAM8-22 antagonism; stronger effect = lower value | B-score at 10 µM | 310,000 tested, 1.3% active | AID 588676;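 active means calcium-response B-score plate-corrected more than 3 library SD below zero, starting fluorescence within 5 deviations, no agonist response on first addition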;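 further: peak minus trough fluorescence over baseline after final BAM8-22 challenge near maximal dose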
Starred values were filed as active, the others as inactive; i = inactive; ? = inconclusive; . = no result given. Rows are unselected. Share with any hit: about 5.8%.

SMILES | TRPC6 inh | TRPC4 act | SKKanGAS inh | KLF5 inhibitor | TRPC4 potent | TRPC4 block | IEC-6 tox | aSyn UTR inh | HIF act | TRPC6 activator | MrgX1 antag
COc1ccc(CNC(=O)CCCSc2ccccc2)cc1 | i | i | -32 | -3 | i | i | -6 | -6 | 0.0 | i | i
Cc1cc(NC(=O)CSc2nc3ccccc3c(=O)n2Cc2ccc(F)cc2)no1 | i | i | 6 | -14 | i | i | -4 | -5 | -1.3 | i | i
N#Cc1ccc(-c2csc(NC3=NCCCCC3)n2)cc1 | i | i | 5 | -51 | i | i | -1 | -73 | 1.1 | i | .
COc1ccc(Cl)cc1NC(=O)C1CC(c2ccccc2O)=NO1 (stereo not drawn) | i | i | -2 | -2 | i | i | 2 | -2 | 0.2 | i | i
O=c1c(Br)c(NCc2ccccc2)cnn1-c1ccc(F)cc1 | i | i | 4 | -53 | i | i | -1 | -68 | 2.0 | i | i
Cc1nnc(NC(=O)CSc2nnc(C(C)NC(=O)c3ccccc3F)n2C)s1 (stereo not drawn) | i | i | -4 | -6 | i | i | -5 | -2 | -0.1 | i | i
CCOCCCNc1ccc(N2C(=O)C3CCCCC3C2=O)cc1[N+](=O)[O-] (stereo not drawn) | i | i | -8 | -8 | i | i | -10 | -9 | 1.1 | i | i
O=C(COC(=O)C1CC(O)CN1S(=O)(=O)c1ccc(Cl)cc1)c1cccc(Cl)c1 (stereo not drawn) | i | i | 3 | -3 | i | i | -4 | 7 | -0.8 | i | i
CCCc1cc(=O)oc2cc(C)cc(OCC(=O)Nc3ccccn3)c12 | i | i | 1 | -19 | i | i | 8 | -13 | 0.3 | i | i
COc1ccc(C(=O)CSc2nnc(-c3ccccc3)o2)cc1 | i | i | -10 | -13 | i | i | -8 | -17 | -0.2 | i | i
CCOc1ccc(CNc2nnnn2C)cc1 | i | i | 3 | -20 | i | i | 1 | -12 | 0.0 | i | i
CC(=O)N(C)c1ccc(NC(=O)N2CCOCC2)cc1 | i | i | 8 | -27 | i | i | -2 | 8 | -3.3 | i | i
Cc1ccc(/C=N/NC(=O)c2ccncc2)cc1 | i | i | -2 | -55 | i | i | -9 | -22 | -5.5 | i | i
CCCc1nc2c(nnn2Cc2ccccc2F)c(=O)[nH]1 | i | i | -4 | -22 | i | i | -1 | 32 | -0.4 | i | i
O=C(Nc1ccccc1N1CCCCC1)c1cccc(F)c1 | i | i | 15 | -2 | i | i | 2 | 6 | -0.8 | i | i
CCc1cc(=O)oc2c(CN3CCN(C)CC3)c(O)ccc12 | i | i | -1 | -11 | i | i | 5 | -3 | 0.3 | i | i
Cc1cc(Cl)ccc1OC(C)C(=O)NCCCn1ccnc1 (stereo not drawn) | i | i | -5 | -10 | i | i | -3 | 8 | 0.0 | i | i
COc1ccc(OC)c(-c2cc(C(=O)N3CCN(c4ccccc4)CC3)no2)c1 | i | i | 7 | -13 | i | i | -2 | -33 | -0.4 | i | i
Cc1c(C#N)c(O)n(C)c(=O)c1N=Nc1ccc(S(N)(=O)=O)cc1 | i | i | 5 | -44 | i | i | 2 | -50 | 0.2 | i | .
CC(/C=N/NC(=O)c1nnn(-c2nonc2N)c1C)=C\c1ccccc1 | i | i | -5 | -45 | i | i | 3 | -39 | 1.6 | i | i
Cc1ccc(-n2nc(C)c3c2OC(N)=C(C#N)C3c2cccs2)cc1 (stereo not drawn) | i | i | -6 | 8 | i | i | 4 | -91 | -0.4 | i | i
COc1ccc2oc(=O)cc(CN3CCOCC3)c2c1 | i | i | -5 | -33 | i | i | 0 | -2 | -0.6 | i | i
Nn1c(SCC(=O)NCc2ccccc2)nncc1=O | i | i | -9 | -2 | i | i | -6 | -49 | -0.3 | i | i
O=C(CNc1ccc2ccccc2c1)N/N=C/c1ccc(OC(=O)/C=C/c2ccco2)cc1 | i | i | 7 | -9 | i | i | 6 | -8 | 0.9 | i | i
CC(=O)N(C)c1ccc(NC(=S)NCC(C)C)cc1 | i | i | 7 | -17 | i | i | 5 | -4 | 0.1 | i | i
COCCCN(CC(=O)Nc1ccc(N2CCOCC2)cc1)S(=O)(=O)c1ccc(C)cc1 | i | i | 0 | 5 | i | i | -8 | 10 | -0.2 | i | i
CC(=O)NC(=S)Nc1sc2c(c1C#N)CCCCC2 | i | i | 11 | -18 | i | i | 1 | -120 | 5.9 | i | .
CC(C)c1ccc(Nc2nc(CC(=O)O)cs2)cc1 | i | i | -7 | -175 | i | i | -1 | -77 | 1.5 | i | i
COc1ccc(NC(=S)NC(=O)/C=C/c2ccccc2)cc1 | i | i | 0 | -2 | i | i | -5 | -35 | 0.7 | i | i
CCOc1ccc2nc(NCCCNS(=O)(=O)c3ccccc3)c(C#N)cc2c1 | i | i | 13 | -2 | i | i | 7 | 29 | -0.7 | i | i
COC(=O)c1ccc(OCc2nc(N)nc(N3CCOCC3)n2)cc1 | i | i | -4 | -15 | i | i | 0 | 17 | -1.4 | i | i
CCc1nnc(NC(=O)CSc2nnc(-c3ccccc3NC(=O)c3ccccc3)o2)s1 | i | i | 31 | -14 | i | i | -1 | 22 | 0.0 | i | i
Cn1c2c(c(=O)[nH]c1=O)C(c1ccc(O)cc1)C1=C(N2)c2ccccc2C1=O (stereo not drawn) | i | i | 20 | 1 | i | i | 3 | -67 | 0.1 | i | i
Cc1cccc(NC(=O)c2cc([N+](=O)[O-])ccc2NC2CCCCC2)c1 | i | i | 6 | -7 | i | i | 3 | 9 | . | i | i
COc1ccccc1-n1c(=O)c2c3c(sc2n2c(=S)[nH]nc12)CCC3 | i | i | 10 | -23 | i | i | -5 | 22 | -0.1 | i | i
COc1ccc(OCC(=O)Nc2nnc(C)s2)cc1 | i | i | 2 | -28 | i | i | 5 | -14 | 0.2 | i | i
Cc1ccc(NC(=O)CC(N)=S)cc1 | i | i | -3 | -8 | i | i | 4 | 5 | 0.4 | i | i
CCc1nnc(NC(=O)c2ccc(S(=O)(=O)N(C)c3ccccc3)cc2)o1 | i | i | 52* | 17 | i | i | 13 | ? | -0.1 | i | i
Cc1cc(C)nc(SCCc2ccncc2)n1 | i | i | -8 | -2 | i | i | 0 | -6 | 0.2 | i | i
COc1ccc(NC(=O)Nc2ccc3nc(C)c(C)nc3c2)cc1 | i | i | 18 | -12 | i | i | 3 | -49 | 1.1 | i | i
Cc1cc(Nc2ccc(C)c(Cl)c2)nc(N2CCOCC2)n1 | i | i | -5 | -46 | i | i | 5 | -70 | 1.8 | i | i
Cc1ccc(NCc2nnc(SCC(=O)c3ccccc3)n2Cc2ccco2)c(C)c1 | i | i | 13 | -5 | i | i | 5 | -18 | -0.5 | i | i
O=C(COC(=O)c1ccc(Cl)nc1)Nc1cc(S(=O)(=O)N2CCCCC2)ccc1Cl | i | i | 0 | -15 | i | i | 3 | -9 | -1.0 | i | i
CCN(CC)CCn1c(NC(=O)c2ccc(Cl)cc2)nc2ccccc21 | i | i | 22 | -11 | i | i | 2 | -56 | 1.1 | i | i
C1CC1Cc1noc(CN2CCN(CC3CC3)CC2)n1 | i | i | 2 | -40 | i | i | 2 | -19 | 75* | i | i
N#CCCN/N=C(\Cc1nc2ccccc2[nH]1)c1ccccc1 | i | i | 11 | -50 | i | i | 0 | -35 | 0.2 | i | i
Cc1cc(C)cc(Oc2ncnc3c2ncn3Cc2c(Cl)cccc2Cl)c1 | i | i | 6 | 0 | i | i | 0 | ? | -0.4 | i | i
CC(C)(C)c1ccc(Cn2nnc3c(=O)[nH]c(C4CCCN(C(=O)c5ccco5)C4)nc32)cc1 (stereo not drawn) | i | i | -1 | -13 | i | i | -3 | -11 | -3.0 | i | i
CC(=O)N/C(=C\c1cccs1)C(=O)O | i | i | 11 | -33 | i | i | -4 | -4 | 0.1 | i | i
Cc1ccc(C(=O)OCC(=O)NC2CCCC2)cc1C | i | i | 0 | -1 | i | i | 3 | 2 | 0.4 | i | i
O=C(O)c1ccc(N2C(=O)c3cccc(Oc4ccc(Cl)cc4)c3C2=O)cc1 | i | i | 9 | -1 | i | i | 4 | -2 | 0.0 | i | i
O=C(O)c1ccc2c3n(nc2c1)-c1ccc(Cl)cc1CO3 | i | i | 10 | 46 | i | i | -3 | -161 | -3.8 | i | i
CCN1C(=O)CC(NNC(=O)c2ccccc2)C1=O (stereo not drawn) | i | i | -1 | -25 | i | i | 3 | -11 | 0.0 | i | i
Cc1ccc(-c2nn(C)c(=O)c3ccccc23)cc1CNC(=O)/C=C/c1ccccc1 | i | i | 15 | -17 | i | i | -7 | 13 | -0.2 | i | i
O=C(c1cc(-c2ccc(O)cc2)on1)N1CCc2ccccc2C1 | i | i | 3 | -35 | i | i | 2 | -39 | 0.5 | i | i
O=C(Nc1ccc(NC(=O)c2ccccc2Cl)cc1)c1cccnc1 | i | i | 6 | -24 | i | i | 6 | 21 | 0.0 | i | i
COc1cc2ccccc2cc1C(=O)Nc1ccccc1C | i | i | 3 | -64 | i | i | 13 | -118 | 5.3 | i | i

Screening results deposited in PubChem BioAssay by several laboratories.
